Screening results deposited in PubChem by National Center for Advancing Translational Sciences (NCATS).
TRb-SRC2 inh = TRbeta-SRC2 interaction inhibition; P10828; TRbeta-SRC2 peptide binding, fluorescence polarization; receptor liganded with 1 µM T3; Potency, µM (top dose mostly 106 µM), inactives show at the highest dose activity change, negative = inhibition, actives largely listed as inhibitors; 280,000 compounds, 0.065% hits;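 also: plate controls were bound peptide for no effect and peptide without receptor for full effect; nearly all actives have a fitted effect of over 50% in size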
Target sequence (P10828 whole entry, looked up): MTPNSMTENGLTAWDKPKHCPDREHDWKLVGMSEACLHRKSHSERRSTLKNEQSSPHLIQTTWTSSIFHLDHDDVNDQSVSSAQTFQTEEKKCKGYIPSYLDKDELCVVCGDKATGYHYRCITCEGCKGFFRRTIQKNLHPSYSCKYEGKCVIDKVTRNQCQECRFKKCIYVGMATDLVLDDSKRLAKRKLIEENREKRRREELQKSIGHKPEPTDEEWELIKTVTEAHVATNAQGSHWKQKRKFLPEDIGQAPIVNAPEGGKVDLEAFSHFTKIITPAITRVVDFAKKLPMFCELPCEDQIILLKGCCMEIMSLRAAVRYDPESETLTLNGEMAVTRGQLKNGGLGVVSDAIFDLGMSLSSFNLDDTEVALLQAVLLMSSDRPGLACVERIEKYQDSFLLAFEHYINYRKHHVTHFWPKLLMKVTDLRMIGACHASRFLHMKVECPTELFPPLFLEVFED
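Quantitative HTS by FP: 0.6 uM TRb LBD, 20 nM labeled SRC2 20-mer, 1 uM T3, 5% DMSO; 5 hr ambient incubation; % activity per concentration and potencies from concentration series.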
RGS12 GoLoco inh = blocks human Gai1 binding to RGS12 GoLoco peptide, red readout; Gai1:RGS12 GoLoco peptide FP, rhodamine, 10 min; 230,000 compounds, 0.44% hits; AID 880; P63096; Potency, µM (doses to about 61.6 µM), for inactives: at the highest dose activity, negative = inhibition, actives largely listed as inhibitors; active = well fitted inhibition curve with a large enough effect, not every such curve was filed as active; inactive = no such curve, though single readings can be large or run the other way; also: nearly all actives have a fitted effect of over 30% in size; many of its hits are not listed in these tables
Target sequence (P63096 whole entry, looked up): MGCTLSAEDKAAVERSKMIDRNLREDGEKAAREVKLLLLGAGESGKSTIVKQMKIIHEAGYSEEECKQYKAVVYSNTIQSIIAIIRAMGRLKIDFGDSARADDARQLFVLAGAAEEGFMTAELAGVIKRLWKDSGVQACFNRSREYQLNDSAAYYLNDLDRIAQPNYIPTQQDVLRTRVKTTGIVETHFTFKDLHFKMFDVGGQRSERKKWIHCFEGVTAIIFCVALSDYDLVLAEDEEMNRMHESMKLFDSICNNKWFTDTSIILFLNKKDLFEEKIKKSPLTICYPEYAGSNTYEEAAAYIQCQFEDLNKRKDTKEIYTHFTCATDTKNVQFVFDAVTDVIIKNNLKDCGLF
L3MBTL1 block = blocks human L3MBTL1. 230,000 compounds, 0.66% hits. Q9Y468. AlphaScreen L3MBTL1–H3K9me1 peptide binding. AID 485360. Potency, µM (titrated, usually from 57.1 µM), for inactives: at the highest dose activity, negative = inhibition, usual class: inhibitors; also: nearly all actives have a fitted effect of over 60% in size
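AlphaScreen proximity signal between nickel-chelate acceptor and streptavidin donor beads (final 10 ug/mL) reports binding of 50 nM L3MBTL1 to 75 nM biotin-H3 K9me1 peptide; complex incubated with compounds 30 min at room temperature; cefsulodin titration as control.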
Tau fibril ThT = blocks human tau fibril formation measured by thioflavin T | Potency, µM (doses to about 57.4 µM), for inactives: at the highest dose activity, negative = inhibition, most hits filed as inhibitors | AID 1460 | recombinant tau K18 P301L, heparin-induced fibrillization, ThT fluorescence | P10636 | 270,000 compounds, 2.1% hits; also: nearly all actives have a fitted effect of over 55% in size
Target sequence (P10636 561-689 P618L limits assumed): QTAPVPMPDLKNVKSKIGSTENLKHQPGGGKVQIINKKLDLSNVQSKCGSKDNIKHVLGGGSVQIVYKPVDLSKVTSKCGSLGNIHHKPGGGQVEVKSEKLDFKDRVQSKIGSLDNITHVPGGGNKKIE
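ThT emission at 510 nm, taken 1 hr after adding 30 uM dye, quantifies aggregates formed when 20 uM heparin acts on human tau K18 P301L for 6 hr at 37 C.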
KDM4E inh = JMJD2E (human) inhibition; B2RXH2; JMJD2E catalytic domain, FDH-coupled NADH fluorescence (FDH is formaldehyde dehydrogenase); Potency, µM (top dose mostly 57.1 µM), without a hit: at the highest dose activity change, negative = inhibition, most hits filed as inhibitors; 230,000 compounds, 1.6% hits; AID 2147; active = well fitted inhibition curve with a large enough effect, not every such curve was filed as active; inconclusive = small, poorly fitted or top-dose-only effect, or another doubt; inactive = no such curve, though single readings can be large or run the other way;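 also: 0% = wells with enzyme and -100% = buffer wells without enzyme; nearly all actives have a fitted effect of over 50% in size; many of its hits are not listed in these tables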
RECQ1 inh = blocks DNA unwinding by human RECQ1 | P46063 | RECQ1 DNA unwinding, red fluorescence kinetic read | Potency, µM (highest dose often 57.3 µM), for the others: at the top dose activity, negative = inhibition, actives largely listed as inhibitors | 240,000 compounds, 0.54% hits | AID 2549;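 also: plate controls were vehicle for no effect and no enzyme for full effect; nearly all actives have a fitted effect of over 30% in size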
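50 nM RECQ1T1 preincubated 15 min with compound in Tris pH 8.0 buffer with MgCl2, DTT, Tween-20 and 2.5 ug/ml poly(dI-dC); started with 200 nM TAMRA/BHQ-2 forked duplex and 2 mM ATP. Unwinding read as fluorescence (525/598 nm), two reads 2 h apart.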
Tau fibril FP = blocks human tau fibril formation measured by polarization; P10636; K18 P301L tau heparin fibrillization, Alexa594 FP, 6 h; Potency, µM (titrated, usually from 57.7 µM), inactives show top-dose activity, negative = inhibition, most hits filed as inhibitors; 280,000 compounds, 0.39% hits; AID 1468; also: nearly all actives have a fitted effect of over 55% in size
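Read-out: fluorescence polarization of Alexa 594-labeled tau (0.24 uM), 555 nm excitation, 632 nm emission. Mixtures held 15 uM unlabeled K18 P301L, compound and 20 uM heparin, pH 7 acetate buffer, incubated 6 hr at 37 C.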
TR SRC2 fluor cs = alters Texas Red total fluorescence, flagging assay interference | AID 1479 | 280,000 compounds, 0.29% hits | TRb/SRC2 Texas Red total fluorescence interference | Potency, µM (doses to about 106 µM), for inactives: top-dose fluorescence change, negative = quenching; active = well fitted curve in either direction with a large enough effect; inconclusive = small, poorly fitted or top-dose-only effect
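Flags fluorescent or light-absorbing compounds by total fluorescence, S + 2P, at 555 nm excitation and 632 nm emission. Mixture: 20 nM Texas Red SRC2 peptide, 0.6 uM human TRb LBD, 1 uM T3, 5% DMSO; compound exposure 5 h at ambient temperature.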
* marks the source's active call; other numbers are inactive results; i = inactive; ? = inconclusive; / = not tested or not shown; [ ] = another dose, or the depositor's remark. Unless noted, calls follow the shape of the dose curve; as a rule, active = well fitted curve in the direction sought with a large enough effect; inconclusive = small, poorly fitted or top-dose-only effect, or another doubt; inactive = no such curve, though single readings can be large; an effect the other way counts as inactive or inconclusive. Unless noted, % is scaled to controls: 0 for no effect and ±100 for the full control effect; potency is read from the fitted curve at half-maximal effect.

Value order: TRb-SRC2 inh | RGS12 GoLoco inh | L3MBTL1 block | Tau fibril ThT | KDM4E inh | RECQ1 inh | Tau fibril FP | TR SRC2 fluor cs
CCC(C)NC(=O)c1ccc2c(c1)N(Cc1ccccc1F)C(=O)c1ccccc1S2=O (stereo unspecified)
    3% | / | / | -10% | / | / | 2% | 0%
O=C(CSc1nnc(C2CC2)n1Cc1ccccc1)c1ccc(S(=O)(=O)N2CCOCC2)cc1
    -1% | -10% | 8% | ? | -8% | 1% | -7% | -2%
O=C1c2ccccc2C(=O)N1CCCCCc1nc(-c2ccccc2)no1
    -5% | -5% | 5%[11.4 µM] | -1% | 1% | -8% | 18% | -3%
CCC1CCCCN1C(=O)c1sc2nc(C)nc(N(CC)CC)c2c1C (stereo unspecified)
    3% | -6% | / | -11% | 2% | -6% | 5% | 1%
COc1ccc(C(=O)NCCc2cc3c(OC)ccc(OC)c3[nH]c2=O)cc1OC
    -1% | 7% | / | -11% | ? | -2% | 3% | -8%
Cc1cc(C)n2nc3ccccc3c2n1
    4% | 2% | 3% | 4% | ? | i | 0% | -6%
COc1ccc(Cc2noc(CN(C)CC3(N4CCOCC4)CCCCC3)n2)cc1OC
    -4% | 16% | -3% | -10% | -10% | -5% | -4% | 1%
C=C1N(CCCCCC(=O)O)C(=O)OC12CCCCC2
    -16% | 8% | -4%[11.4 µM] | -3% | 0% | -3% | -7% | 0%
O=C(NCCc1ccccn1)c1cc(-c2cccc3ccccc23)nc2ccccc12
    -11% | 18% | -2% | -3% | ? | -2% | 5% | -2%
CCCCC(=O)Nc1ccc(NC(=O)c2ccccc2[N+](=O)[O-])cc1OC
    2% | 6% | -4% | 6% | -4% | -4% | 2% | 0%
CCOC(=O)C1=C(C)NC(C)=C(C(=O)OCC)C1/C=C/c1ccccc1
    0% | 4% | 30%[activator] | -9% | ? | -7% | 14% | -6%
Cc1ccc(CSCc2ccc(C(=O)NCC3CCCO3)o2)cc1 (stereo unspecified)
    -6% | 4% | / | -14% | 4% | -1% | -2% | -1%
Cc1cc(N)n(-c2nc3ccccc3s2)n1
    1% | 14% | 1% | 1% | 8% | -3% | -5% | 5%
O=C(COCC(=O)N/N=C/c1ccccc1F)N/N=C/c1ccccc1F
    -19% | -3% | 0% | 3% | -3% | -11% | 13% | -2%
O=C(Nc1ccc(N2CCN(Cc3ccccc3Cl)CC2)cc1)c1cccnc1
    -13% | -6% | -1% | ? | ? | 2% | 12% | -3%
CN(C)N1C(=O)CC(N2CCCCC2)C1=O (stereo unspecified)
    -8% | 19% | -9% | -16% | 7% | i | -13% | 1%
NC(=O)C1(NC(=O)[C@@H]2CC3(CC(c4cccc(NC(=O)c5cc([N+](=O)[O-])cc([N+](=O)[O-])c5)c4)=NO3)CN2C(=O)c2ccccc2)CC1 (stereo partly specified)
    -11% | 3% | -3% | -13% | -4% | 9% | ? | 1%
COc1ccc(Cc2nn3c(-c4ccccc4Br)nnc3s2)cc1
    -24% | 3% | -6% | -11% | -17% | -21% | 5% | 1%
Cc1nn(C)cc1CN1CCC(CO)(CCOc2ccccc2)CC1
    3% | -6% | 2% | -10% | 14% | -1% | 0% | 1%
C=CCn1c(-c2cccc(OC)c2)n[nH]c1=S
    2% | 17% | 0% | -7% | ? | -8% | 3% | 2%
Cc1cc(NC(=O)C2CC(c3cccc(Br)c3)=NO2)no1 (stereo unspecified)
    8% | -1% | -4% | -7% | -2% | 0% | -14% | -1%
CCCc1nc2oc3c(NCCOCCO)ncnc3c2c2c1COC(C)(C)C2
    3% | -12% | -2% | 0% | ? | -10% | -2% | 5%
COc1ccc(-c2nnc(SCC3CCCO3)n2C)cc1 (stereo unspecified)
    -7% | -38% | / | -11% | 15% | 3% | -2% | -2%
CCOC(=O)C1=NN(c2ccccc2)C(c2ccccc2)CC1=O (stereo unspecified)
    -10% | -3% | -8% | -11% | -1% | i | 9% | -1%
COc1ccccc1CNc1nc(-c2ccco2)nn1S(=O)(=O)c1ccc(C)cc1
    -2% | / | / | -3% | / | / | -18% | 10%
O=C(NCCC1=CCCCC1)C1CCN(S(=O)(=O)c2ccccc2)CC1
    -9% | 19% | -3% | 2% | 0% | i | -6% | -3%
COc1ccc(-c2nn(CCC#N)cc2/C=N/O)cc1
    0% | 2% | 11% | -5% | 2% | -7% | 8% | -2%
CC(C)C(NS(=O)(=O)c1cccs1)C(=O)N1CCc2ccccc2C1 (stereo unspecified)
    2% | -1% | 4% | 4% | -3% | -7% | 6% | 2%
Cc1[nH]n(-c2ccccc2)c(=O)c1C=NCCc1ccccc1
    0% | -1% | -6% | -4% | 1% | i | 6% | -1%
O=C(NC1CCCCCC1)c1cccs1
    1% | 19% | -10% | -13% | -10% | 18% | -8% | -2%
CC(=O)CCc1ccc2oc(C(=O)O)c(C)c2c1
    -3% | -1% | 3% | -7% | -1% | -5% | -4% | 2%
COCCCNC(=O)c1c(NC(=O)c2nc(S(C)(=O)=O)ncc2Cl)sc2c1CCCC2
    -9% | / | / | 13µM* | / | / | -12% | 4%
Cn1c(N)c(C(=O)COC(=O)C2CCC(C(C)(C)C)CC2)c(=O)n(C)c1=O (stereo unspecified)
    6% | 0% | / | -9% | -8% | i | ? | -4%
CC(C)(C)n1ncc2c(=O)n(Cc3ccc(Cl)cc3Cl)cnc21
    -9% | 7% | 15% | -6% | 3% | -15% | -3% | -1%
CC(C)Cn1c(N2CCN(C(=O)/C=C/c3ccccc3)CC2)nc2ccccc21
    -1%[53 µM] | 7% | 8% | 5% | -23% | i | 9% | 0%[53 µM]
Cc1ccc(C2=Nc3ccccc3N(CC(=O)Nc3cccc(F)c3)C(=O)C2)cc1C
    9% | / | / | 0% | / | / | ? | 1%
CCN1CCN(CCCNC(=O)C2c3ccccc3C(=O)N(C)C2c2ccc(OC)cc2)CC1 (stereo unspecified)
    -14% | 13% | / | -7% | 0% | 16% | 10% | 0%
O=C(Nc1ccc2c(c1)oc1ccc(S(=O)(=O)N3CCCC3)cc12)C1CC1
    3% | 8% | 7% | 11% | ? | 3% | -5% | -5%
COc1cc(C#N)ccc1OCC(=O)Nc1ccc(C)c(S(=O)(=O)N2CCOCC2)c1
    3% | 4% | 4% | -2% | -4% | i | -4% | -5%
O=C(N/N=C/c1ccco1)c1ccc(NC(=O)c2ccccc2Cl)cc1
    -1% | 8% | -1% | ? | -4% | i | -1% | -4%

Pulled one by one from the list above, 2 records:
Value order: TRb-SRC2 inh | RGS12 GoLoco inh | L3MBTL1 block | Tau fibril ThT | KDM4E inh | RECQ1 inh | Tau fibril FP | TR SRC2 fluor cs
COc1ccccc1CNc1nc(-c2ccco2)nn1S(=O)(=O)c1ccc(C)cc1
    -2% | / | / | -3% | / | / | -18% | 10%
O=C(NC1CCCCCC1)c1cccs1
    1% | 19% | -10% | -13% | -10% | 18% | -8% | -2%

Remaining list, next part.
Value order: TRb-SRC2 inh | RGS12 GoLoco inh | L3MBTL1 block | Tau fibril ThT | KDM4E inh | RECQ1 inh | Tau fibril FP | TR SRC2 fluor cs
COC(=O)CSc1nc2ccccc2c(=O)n1C
    -8% | 6% | / | -1% | 7% | -6% | 3% | -2%
O=C(COC(=O)c1cccc(S(=O)(=O)N2CCc3ccccc3C2)c1)NCc1ccco1
    1% | -22% | / | -15% | -3% | -20% | -2% | 1%
Cc1nn(-c2ccccc2)c(C)c1NC(=O)COc1ccc(Cl)cc1Cl
    -5% | -9% | 25% | ? | -2% | -13% | -3% | -2%
NC(=O)[C@H]1CC2(CC(c3cccc(NC(=O)COc4ccc(Cl)cc4)c3)=NO2)CN1C(=O)[C@H]1CCC(=O)N1 (stereo partly specified)
    0% | 3% | / | 0% | 6% | -10% | -4% | -3%
CSCCC(NC(=O)c1ccccc1)C(=O)OCC(=O)Nc1ccc(C)c(Cl)c1 (stereo unspecified)
    -14% | 2% | / | -2% | 1% | 0% | -14% | 3%
C[C@@H](C(=O)Nc1nc2ccc(F)cc2s1)N1C(=O)C2CC=CCC2C1=O (stereo partly specified)
    -2% | 9% | / | -7% | ? | 2% | -6% | 0%
CN(C)S(=O)(=O)c1ccc(NC(=O)COC(=O)c2ccccn2)cc1
    -1% | 9% | 5% | -4% | -5% | -7% | -2% | -3%
COc1ccccc1-n1ccnc1SCC(=O)NC1CCCC1
    0% | 2% | / | -12% | 7% | 0% | -3% | -4%
CC12CC(NC(=O)N1CCc1ccccc1)c1cc(Cl)ccc1O2 (stereo unspecified)
    -2% | 3% | 7% | -10% | -6% | 0% | 6% | -6%
Cc1sc2ncn(CCn3cnc4sc(C)c(C)c4c3=O)c(=O)c2c1C
    -16% | 6% | -1%[11.4 µM] | -2% | -1% | i | -4% | 2%
COc1ccccc1NC(=S)NCCc1ccc(Cl)cc1
    -3% | 18% | -4% | -3% | -1% | -14% | -4% | 0%
O=C(Nc1ccc2c(c1)OCCO2)c1ccc(Br)c(S(=O)(=O)N2CCOCC2)c1
    0% | / | -6% | -14% | 1% | -8% | 1% | 0%
Cc1cc(C)cc(N(C(=O)c2csnn2)C(C(=O)NC(C)(C)C)c2ccccn2)c1 (stereo unspecified)
    7% | 16% | 2% | -8% | 5% | i | -5% | 1%
CCCCCCN=C(C)C1=C(O)C(C(=O)OC)C(C)(C)CC1=O (stereo unspecified)
    -3% | 10% | 2% | -11% | -17% | -6% | 5% | -8%
Cc1ccc(NC(=O)c2ccncc2)cc1S(=O)(=O)N(C)C
    -2% | 12% | ? | -2% | -3% | -8% | 4% | -1%
CCN(CC)C(=O)C(=O)N/N=C/c1ccc(Cl)cc1Cl
    -18% | 7% | / | -8% | 8% | -6% | -5% | -2%
CC(C)N=C1CC(C)(C)CC(=O)/C1=C(/O)CCCN1C(=O)c2ccccc2C1=O
    -2% | 2% | / | -9% | -4% | 1% | -3% | -5%
Cc1nn(C)c2c1c(C(F)(F)F)cc(=O)n2CC(=O)Nc1ccc(F)cc1F
    ? | / | / | -9% | / | / | -8% | ?
Cc1c(Cl)cccc1NC(=O)CSC(N)=O
    -5% | 9% | -1% | ? | -4% | i | ? | -2%

A portion of the library, so the mix of outcomes need not match the whole.
